Screening data deposited in PubChem by Broad Institute.
AID1053144: TCF/LEF reporter activation in neural progenitors – cell-based, iPS-derived NPC, luciferase, Wnt3a, cherry-pick, dose response (AID 1053144) | NPC TCF/LEF luciferase reporter, Wnt3a EC25, 24 h | activation, % at the top dose, mostly 26 µM; hits show AC30 in µM | 4.8% of 3,400 active;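 active = fitted curve reaches 30% activation at a concentration no higher than the top valid tested dose, luminescence rising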;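 also: wnt3a stimulus is conditioned medium from Wnt3a-transfected mouse L cells at 5% in well; 0% = neutral control wells and 100% = CHIR-99021 positive control wells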
Active calls of the source: *. A portion of the library (hit frequency here may not be typical).

SMILES	AID1053144
CC(NC1=NCCS1)c1ccccc1 (stereo not drawn)	-0.5%
